# MITF inh = human MITF inhibition, primary screen; AlphaScreen MITF homodimerization, bead proximity signal; inhibition, % at 2.6 µM; hit rate 0.91% among 650,000; in the data active = inhibition above about 50%;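 also: 0% = vehicle wells with protein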
# Target sequence (O75030 whole entry, looked up): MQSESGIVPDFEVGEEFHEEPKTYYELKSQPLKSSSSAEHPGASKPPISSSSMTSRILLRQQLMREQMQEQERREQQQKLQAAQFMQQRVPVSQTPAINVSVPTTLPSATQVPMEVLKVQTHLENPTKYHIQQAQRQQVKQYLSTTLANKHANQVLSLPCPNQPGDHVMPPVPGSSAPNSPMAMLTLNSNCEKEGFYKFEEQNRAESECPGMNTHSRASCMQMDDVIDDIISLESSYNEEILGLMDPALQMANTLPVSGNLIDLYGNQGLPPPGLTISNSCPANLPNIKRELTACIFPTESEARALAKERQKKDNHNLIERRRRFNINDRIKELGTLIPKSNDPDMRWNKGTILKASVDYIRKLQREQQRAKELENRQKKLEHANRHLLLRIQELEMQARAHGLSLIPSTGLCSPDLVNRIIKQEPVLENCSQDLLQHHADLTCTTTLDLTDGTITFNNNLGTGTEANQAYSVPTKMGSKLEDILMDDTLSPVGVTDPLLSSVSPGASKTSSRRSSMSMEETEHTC
# GPR151 activ = human GPR151 activation | activation, % at 11.2 µM | hit rate 1% among 650,000 | AID 1508602 | PathHunter beta-arrestin GPR151 cells, luminescence; in the data active = activation above about 4.9%;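 also: 0% = median of compound wells and 100% = cells with positive control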
# Target sequence (Q8TDV0 whole entry, looked up): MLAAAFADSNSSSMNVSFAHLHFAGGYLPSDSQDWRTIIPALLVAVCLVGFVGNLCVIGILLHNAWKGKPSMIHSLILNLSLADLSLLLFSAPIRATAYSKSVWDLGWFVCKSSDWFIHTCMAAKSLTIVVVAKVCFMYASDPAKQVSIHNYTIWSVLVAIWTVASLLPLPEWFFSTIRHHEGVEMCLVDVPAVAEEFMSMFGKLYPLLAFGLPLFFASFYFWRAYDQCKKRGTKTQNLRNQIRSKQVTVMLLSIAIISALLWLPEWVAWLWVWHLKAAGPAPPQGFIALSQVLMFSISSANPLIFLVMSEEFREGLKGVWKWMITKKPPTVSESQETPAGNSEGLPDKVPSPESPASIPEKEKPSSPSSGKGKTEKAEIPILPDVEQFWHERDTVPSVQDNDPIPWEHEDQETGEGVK
# TEAD-YAP block = TEAD-YAP interaction inhibition. hit rate 1.4% among 640,000. HEK-TIYL cells, TEAD-Gal4/YAP UAS-luciferase luminescence. inhibition, % at 9.12 µM; in the data active = inhibition above about 32%;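 also: 0% = median of test compound wells and 100% = reference inhibitor wells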
# FBW7 act = human FBW7 E3 ligase activation, primary screen. Q969H0. AlphaScreen FBW7–phospho-cyclin E peptide binding, activator screen. normalized activity (activation), % at 26.1 µM. hit rate 0.13% among 650,000. AID 1259310; in the data active = normalized activity above about 1.9%;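 also: purified mutant Fbw7 with reduced substrate affinity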
# * = called active by the depositor. Hits appear at their usual frequency, and some 3.5% of all compounds hit somewhere here.
no.	canonical_smiles	MITF inh	GPR151 activ	TEAD-YAP block	FBW7 act
1	COc1ccc(C2CC(=O)C3=C(C2)NC(=O)CC3c2ccc(C(F)(F)F)cc2)cc1 (centres undefined)	10	1.2	7	-0.1
2	OCCNc1nc(-c2ccccc2)c2cc(Br)ccc2n1	13	-1.4	3	0.1
3	Cc1ccc(-n2c(=O)[nH]cc(C(=O)Nc3ccccc3Cl)c2=O)cc1C	-9	-0.2	-14	-0.2
4	COc1cc(OC)c(C(=O)NNC(=O)c2ccccc2-n2cccc2)cc1OC	-10	-1.2	11	-0.1
5	COc1cccc(C(c2ccccn2)N(C)C(=O)C2CCN(S(C)(=O)=O)CC2)c1 (centres undefined)	9	-0.5	10	-0.3
6	C/C(=C\c1ccccc1)C(=O)NC1CCCC1	-17	-1.7	-67	-0.3
7	O=C(Nc1ccc2c(c1)Nc1ccccc1CC2)c1ccccc1	8	-0.6	-14	-0.1
8	O=C(C[n+]1cc(Br)cc(Br)c1)c1cccc([N+](=O)[O-])c1	7	0.3	9	0.2
9	CC1CCCN(C(=O)CCCn2c(=S)[nH]c3ccccc3c2=O)C1 (centres undefined)	-3	1.8	2	0.0
10	Cc1c(C(=O)N(C)C)sc2[nH]c(=O)n(-c3ccccc3C(F)(F)F)c(=O)c12	7	-0.6	8	0.7
11	COc1ccc(NC(=S)NCc2cccs2)cc1	8	1.4	-10	0.1
12	CCCn1c(=O)n(C)c(=O)c2c(SCC(=O)Nc3cc(C)on3)nc(C(C)(C)C)nc21	-5	-2.2	-11	0.3
13	COc1cc(OC)cc(-c2cc3nc(C)cc(NCC4CCCO4)n3n2)c1 (centres undefined)	-1	0.2	4	-0.1
14	CC1(c2ccc(Cl)cc2)CC(=O)c2cc(O)ccc2O1 (centres undefined)	7	-1.2	-1	0.2
15	C=CCNC(=S)N(C)C1CCS(=O)(=O)C1 (centres undefined)	-15	-0.2	-12	-0.1
16	CC1=CC2=NC(=O)/C(=C\c3ccc(OCc4ccccc4[N+](=O)[O-])cc3)C(=N)N2O1	8	-6.4	-26	0.0
17	COc1ccccc1NC(=O)N(C1CCCC1)C1CCN(C(C)=O)CC1	-10	-0.1	-5	-0.1
18	COC(=O)C1CCN(Cc2nc3sc(C)c(C)c3c(=O)[nH]2)CC1	4	-0.1	-1	0.0
19	CCC(C(=O)N1CCC(c2c(S(C)(=O)=O)cnc3ncnn23)CC1)c1ccccc1 (centres undefined)	15	1.2	5	-0.1
20	Cc1ccc(N(CCOC(=O)c2ccc(Cl)cc2)S(=O)(=O)c2ccc(NC3=NS(=O)(=O)c4ccccc43)cc2)cc1	-1	-1.0	-2	-0.1
21	O=C(O)c1cc(-n2c(/C=C\c3ccc(F)c(F)c3)nc3ccccc3c2=O)ccc1Cl	16	0.1	-1	0.6
22	COc1ccc(-n2nnnc2SCC(=O)c2ccc(NC(=O)CC(C)C)cc2)cc1	3	2.4	3	-0.1
23	Cc1cccc2nc(-c3cccnc3)c(Nc3ccccc3)n12	7	0.0	7	-0.1
24	CCOC(=O)c1cc2c(C(F)(F)F)cc(-c3cccnc3)nc2s1	-9	1.3	-2	0.1
25	Cc1noc(C)c1CN1C(=O)c2cccc([N+](=O)[O-])c2C1=O	-3	1.1	-1	0.0
26	CCOC(=O)c1ccc(NC(=O)CSc2nnnn2CCCO)cc1	14	3.0	10	0.2
27	CCOC(=O)C1=C(C)N=c2s/c(=C/c3c[nH]c4ccccc34)c(=O)n2C1c1cccs1 (centres undefined)	-6	-0.9	-13	0.0
28	COc1cc(/C=C(/C#N)C(=O)NC2CCCCC2)ccc1O	-1	4.1	-3	-0.1
29	Cc1ccc(C(=O)Nc2cc(-c3nc4cc(C)cc(C)c4o3)ccc2C)cc1	16	-0.3	-9	0.2
30	CNCc1cccc(OC)c1OCc1ccc(F)cc1	15	0.0	4	0.1
31	CCSCCOC(=O)C1=C(C)NC2=C(C(=O)CC(C)(C)C2)C1c1coc2ccccc2c1=O (centres undefined)	8	0.2	5	-0.1
32	CC(C(=O)Nc1nncs1)N1C(=O)c2ccccc2C1=O (centres undefined)	21	-0.6	10	-1.8
33	CC(C)N(CC(N)=O)C(=O)c1ccc(OCc2ccccc2)cc1	8	-1.9	-16	-0.1
34	Cc1nn(C)c(C)c1-c1nc(C(=O)NC2CC2)cs1	14	-1.2	-16	0.3
35	CC(C)CCC1(C2CCN(C(=O)c3cnn(-c4ccccc4)c3)CC2)NC(=O)NC1=O (centres undefined)	10	0.9	-5	0.9
36	CC(=O)Nc1cccc(-c2cnc(N3CCN(C(=O)c4ccco4)CC3)c3nccn23)c1	16	-5.2	92*	3.2*
37	O=c1c2ccccc2nc(-c2ccccc2Cl)n1Cc1c(F)cccc1Cl	-2	-0.5	8	-0.2
38	CCN(CC)C(=O)c1cn(CCC#N)nc1-c1cccc(Br)c1	9	-0.3	-1	-0.1
39	CCCOc1ccc(CNC(=O)CCC(=O)N2CCOc3ccc(C)cc32)cc1	8	2.0	17	0.1
40	CCNC(=O)COC(=O)CCOc1ccc(OC)cc1	6	-0.4	-1	0.9
41	COC(=O)c1ccc(NC(=O)CSc2nnc(C(F)(F)F)n2N)cc1	8	-1.2	1	0.0
42	CC(N)P(=O)(O)c1ccccc1 (centres undefined)	-7	-2.0	-1	0.4
43	CCOC(=O)C1CCN(C(=O)C2CCN(Cc3cccc(OC)c3)CC2)CC1	52*	1.1	10	-0.1
44	CC(=O)c1ccc(N2CCN(C(=O)c3ccc(Cl)c(Cl)c3)CC2)c(F)c1	4	-0.3	-5	-0.1
45	CSCCC(NC(=O)/C(=C\c1ccc(Br)cc1)NC(=O)c1ccccc1)C(=O)O (centres undefined)	2	1.3	1	-0.2
46	NC(=O)c1ccc(-c2nc(C(=O)NCCc3ccc(O)cc3)cs2)cc1	-1	-0.4	5	0.0
47	O=C(CSc1ncn[nH]1)NNC(=O)c1ccc(Br)cc1	12	-0.2	-6	0.1
48	O=C(NNC(=S)Nc1ccccc1C(F)(F)F)c1cccnc1	-1	4.3	-24	-0.1
49	COc1ccc(CCN2C(=O)CC(Nc3ccc(N(C)C)cc3)C2=O)cc1OC (centres undefined)	-9	0.9	-1	-0.3
50	Cc1ccc(C(=O)COC(=O)CN2C(=O)c3ccccc3C2=O)cc1	8	4.5	-5	0.1
51	CCOC(=O)CN1C(=O)C(O)(CC(=O)c2ccc(C(C)(C)C)cc2)c2ccccc21 (centres undefined)	-9	-0.1	-9	0.5
52	CCOC(=O)c1c(C)[nH]c(C)c1C(=O)COc1cccc(C(F)(F)F)c1	0	-0.4	4	0.3
53	Cc1ccc(-n2nc(C(=O)NCC3CCCO3)c3c4ccccc4n(C)c3c2=O)cc1 (centres undefined)	9	-0.7	5	0.0
54	Cc1c(CNCc2ccc3c(c2)OCO3)c(C(=O)O)c(C)n1Cc1ccccc1	6	0.0	4	0.0
55	O=C(O)c1cccc(Nc2nc(-c3cc4ccccc4oc3=O)cs2)c1	-1	-0.2	-53	0.1
56	Cc1ccccc1NC(=O)CSc1nc(-c2ccccc2C)ns1	-10	-0.3	-12	0.2
57	COc1ccc(Cn2nc(C)c([N+](=O)[O-])c2C)cc1F	8	-1.3	-5	-0.2
58	Cc1oc2c(c1C(=O)NC(Cc1ccccc1)C(=O)O)CCCC2 (centres undefined)	0	0.9	-4	0.3
59	O=[n+]1c(CO)c(CO)n([O-])c2ccccc21	4	-1.1	12	0.3
60	CCOC(=O)c1c(NC(=O)COc2ccc(Cl)cc2C)sc(C(=O)N2CCCC2)c1C	11	-0.5	-7	-0.1

61	COC(=O)C1=C(C)N(C)C(=O)NC1c1ccc(Cl)cc1Cl (centres undefined)
62	COC(=O)c1ccc(N2C(=O)CC(SCC(=O)Nc3cccc(F)c3)C2=O)cc1 (centres undefined)
63	Cc1ccc(C)c(NC(=O)C2C3C=CC(O3)C2C(=O)O)c1 (centres undefined)
64	Cc1ccc(CCN2CC(C(=O)NCCCN(C)Cc3ccccc3)CC2=O)cc1 (centres undefined)
65	O=C(Nc1ccccc1)c1cc(S(=O)(=O)Nc2ccccc2)c(Cl)cc1Cl

assay / compound	61	62	63	64	65
MITF inh	4	12	8	7	5
GPR151 activ	0.0	-2.4	-0.1	-0.4	0.4
TEAD-YAP block	-2	-7	-1	-3	6
FBW7 act	0.1	0.3	-0.1	-0.1	0.0

66	Cc1cccc(C(=O)N2CCc3ccccc3C2)c1[N+](=O)[O-]
67	CC1(C)CC(=O)C2=C(C1)NC(=O)CC2c1ccccc1F (centres undefined)
68	CN(C)CC(=O)N1c2ccccc2CCc2ccc(NC(=O)c3ccccc3)cc21
69	CCOC(=O)C1=C(C)N=c2s/c(=C\c3ccccc3OCc3ccccc3Cl)c(=O)n2C1c1ccc2c(c1)OCO2 (centres undefined)
70	COC(=O)c1ccc(CNc2ccccc2)o1

assay / compound	66	67	68	69	70
MITF inh	-11	0	6	-8	0
GPR151 activ	0.1	0.3	1.3	-0.7	-1.2
TEAD-YAP block	4	4	7	-9	2
FBW7 act	-0.1	0.1	0.0	0.0	-0.2

71	Cc1cc(N)cc2[nH]c(-c3ccc(N)cc3)nc12
72	CCOc1cc(-c2nnc(SCC(=O)NCc3ccc(C)cc3)nc2-c2ccc(OC)c(OCC)c2)ccc1OC
73	Cc1ccc(/C=N/NC(=O)Cn2cnc3ccccc32)cc1
74	COc1ccccc1N1CCN(C2CCCN(C(=O)CCCn3cncn3)C2)CC1 (centres undefined)
75	CC1CN(C(=O)C2CCCN2S(=O)(=O)c2cccc3nsnc23)CC(C)O1 (centres undefined)

assay / compound	71	72	73	74	75
MITF inh	4	-6	11	-19	0
GPR151 activ	0.9	0.1	0.0	0.3	1.0
TEAD-YAP block	0	11	-5	-4	6
FBW7 act	-0.1	-0.4	0.0	0.0	0.0

76	CC[C@H](C)[C@@H]1NC(=O)[C@@H]2C[C@H](NCc3ccc(C(C)(C)C)cc3)CN2C1=O
77	Cc1ccc(C(=O)NCc2nc3nc(C)cc(C)n3n2)cc1
78	CCOC(=O)C1=CN(Cc2ccc(F)cc2)C=C(C(=O)OCC)C1c1cc(Br)c(O)c(OCC)c1
79	O=C(NCCS(=O)(=O)N1CCN(c2ncccn2)CC1)C12CC3CC(CC(C3)C1)C2
80	Cn1c(SCC(=O)c2ccccc2)nnc1-c1cnccn1

assay / compound	76	77	78	79	80
MITF inh	14	-1	2	-6	19
GPR151 activ	0.7	0.5	0.0	-0.3	0.0
TEAD-YAP block	16	-5	0	-12	-33
FBW7 act	0.3	-0.1	0.2	0.0	0.1

81	COC(=O)c1nc2n(n1)C(c1ccc(F)cc1)C(C(=O)OC1CCCCC1)=C(C)N2 (centres undefined)
82	CN1C[C@@H]2C[C@@H](c3ccc(OCc4ccccc4)cc3)N3CCC[C@@]23C1=O
83	CCOC(=O)C1=C(C)N=c2s/c(=C\c3ccc(O)c(OC)c3)c(=O)n2C1c1ccc(OC)c(OC)c1 (centres undefined)
84	Cn1cnnc1Sc1ccc(C(=O)OCC(=O)NCc2ccco2)cc1[N+](=O)[O-]
85	Cc1ccc(NC(=O)C2CC3c4ccccc4C2c2ccccc23)cc1C (centres undefined)

assay / compound	81	82	83	84	85
MITF inh	5	-3	9	2	9
GPR151 activ	-0.5	1.1	1.2	0.7	0.2
TEAD-YAP block	10	-2	-38	5	16
FBW7 act	0.0	0.1	-0.1	0.1	0.4

86	CCOc1ccccc1NC(=O)CCc1ccc(OC)cc1
87	COc1ccc(-n2c(-c3ccccc3)n[nH]c2=S)c(OC)c1
88	Cc1[nH]c(=O)[nH]c(=O)c1S(=O)(=O)NCc1ccc(C(=O)O)cc1
89	COc1ccc(Br)cc1C(=O)Nc1ccc(-c2nn3c(C)nnc3s2)cc1
90	C#CCN1C(=O)S/C(=C\c2ccccc2OCC(=O)O)C1=O

assay / compound	86	87	88	89	90
MITF inh	-2	11	1	4	3
GPR151 activ	-0.1	1.6	1.0	0.6	-2.0
TEAD-YAP block	10	0	9	5	1
FBW7 act	0.1	-0.2	-0.1	0.7	-0.2

91	COc1ccc(CNC(=O)CN(Cc2ccccc2)S(=O)(=O)c2ccc(OC)c(OC)c2)cc1
92	Cc1cc(C(=O)NCCN2CCOCC2)c2ccccc2n1
93	CCOC(=O)CSc1nc(Nc2ccc(OC)cc2)c2cnc(N(CC)CC)nc2n1
94	CC(=O)O/C=C1\CCN(c2ccccc2)C1=O
95	CCn1c2ccccc2c2cc(/C=N/Nc3ncnc(N)c3[N+](=O)[O-])ccc21
96	O=C(Cc1ccccc1)NCc1nc(-c2ccncc2)no1
97	CC(C)C(=O)Nc1ncc(Cc2ccc(Cl)cc2)s1

assay / compound	91	92	93	94	95	96	97
MITF inh	-3	1	12	3	1	3	-8
GPR151 activ	1.4	-0.4	-0.4	-0.1	-0.5	-1.4	-0.2
TEAD-YAP block	18	5	-1	-5	10	-5	-14
FBW7 act	-0.1	0.2	0.2	-0.3	-0.4	0.2	-0.2

# From PubChem BioAssay
